LMPTP block: LMPTP (human) inhibition; P24666; actives 0.22% (n = 360,000); recombinant LMPTP-A, OMFP fluorogenic substrate, fluorescence intensity; inhibition, % at 20 µM;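 active means compounds that cut the enzyme signal by at least half of the control window in the single-dose screen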;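 further: plate controls were DMSO wells with enzyme plus substrate for no effect and substrate without enzyme for full effect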
Target sequence (P24666 whole entry, looked up): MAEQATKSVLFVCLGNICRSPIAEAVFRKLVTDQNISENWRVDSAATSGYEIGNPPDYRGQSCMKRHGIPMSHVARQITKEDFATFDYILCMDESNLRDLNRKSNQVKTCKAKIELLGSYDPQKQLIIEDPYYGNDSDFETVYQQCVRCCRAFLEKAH
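Test system: LMPTP-A, protein tyrosine phosphatase of low molecular weight; Input: 0.625 nM enzyme; Incubation: 50 min dark incubation at room temperature; Signal: endpoint fluorescence intensity from OMFP dephosphorylation; Read-out basis: % inhibition versus control wells.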
STEP block: blocks human striatal-enriched tyrosine phosphatase. actives 0.25% (n = 360,000). AID 588621. recombinant STEP, OMFP fluorogenic substrate, fluorescence. inhibition, % at 20 µM. P54829;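 active means inhibition at 20 µM, scaled per plate between control wells, above about 37%, limit read from the data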;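 further: 0% = DMSO with enzyme and substrate and 100% = substrate only without enzyme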
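Measure: Control-normalized % inhibition with plate pattern correction | Test system: STEP phosphatase, cell-free reaction | Medium: pH 6.0 Bis-Tris with DTT and Tween 20 | Technique: Fluorescence, 480/540 nm | Times: Reaction 20 min, ambient temperature | Doses: Single compound dose of 20 µM, 1% DMSO final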
DNMT1 block: inhibitors of human DNMT1 | AID 588458 | P26358 | DNMT1 molecular beacon, Hinp1I cleavage, fluorescence | inhibition (reported as % activation of signal), % at 10 µM | actives 0.83% (n = 360,000); in the data active means inhibition above about 50%
SUMO1 PPI mod: SUMO1-SIM interaction modulation. P63165. SUMO1 binding to a labelled peptide, TR-FRET, 1 h. inhibition, % at 20 µM. actives 0.33% (n = 360,000). AID 602429; in the data active means inhibition above about 37%
Target sequence (P63165 whole entry, looked up): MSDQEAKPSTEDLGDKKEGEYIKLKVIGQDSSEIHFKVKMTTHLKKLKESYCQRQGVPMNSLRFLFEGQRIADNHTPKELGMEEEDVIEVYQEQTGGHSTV
MsrA inh: inhibitors of bovine MsrA; purified bovine MsrA, absorbance read-out; inhibition, % at 15.5 µM; actives 0.75% (n = 360,000); AID 651718; in the data active means inhibition above about 4.5%;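 further: 0% = vehicle wells with enzyme and 100% = reference inhibitor wells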
TbMetRS inhib: Trypanosoma brucei MetRS inhibition; purified T. brucei MetRS, ATP depletion, Kinase-Glo luminescence; inhibition, % at 11.9 µM; actives 0.4% (n = 360,000); AID 624268;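 active means inhibition above a per-plate cutoff of the control wells' mean inhibition plus 3 SD, cut at about 5.5% in these data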;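 further: 0% = DMSO wells median and 100% = median of wells with control inhibitor compound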
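Test system: purified T. brucei MetRS enzyme. Also added: ATP, methionine and E. coli bulk tRNA substrates. Compound: 11.9 µM single point. Schedule: 15 min enzyme-compound preincubation, 2 h reaction, 10 min detection, 25 °C. Signal: luciferase luminescence of residual ATP, Kinase-Glo. Evaluation: percent inhibition versus plate control medians. Controls: DMSO wells, low control.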
E coli Lon inh: E. coli protease La inhibition. inhibition, % at 7.94 µM. purified E. coli Lon protease, fluorescence polarization. P0A9M0. actives 0.42% (n = 360,000). AID 602123; in the data active means inhibition above about 13%, passing the limit was not always enough;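 further: 0% = enzyme with probe and DMSO and 100% = no enzyme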
bovine MsrA act: activates bovine MsrA enzyme; purified bovine MsrA, absorbance read-out; activation, % at 10.6 µM; actives 0.3% (n = 360,000); in the data active means activation above about 7.5%;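 further: 0% = vehicle and 100% = reference activator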
NRP1-CendR mod: NRP-1/CendR interaction modulation; O14786; FAM-RPARPAR peptide binding to NRP-1, fluorescence polarization; inhibition, % at 25 µM; actives 0.85% (n = 360,000);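 active means inhibition or corrected inhibition above about 18%, plus a signal ratio from 0.5 to 1.5, limit read from the data, passing the limit was not always enough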; further: strong numbers were not always called active
Scp1 inh: Scp-1 (human) phosphatase inhibition; Recombinant Scp1, phosphopeptide, malachite green phosphate absorbance; actives 0.88% (n = 340,000); inhibition, % at 20 µM; Q9GZU7;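 active means inhibition above about 50% at 20 µM, limit read from the data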;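 further: plate controls were DMSO wells with enzyme for no effect and wells lacking enzyme for full effect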
Target sequence (Q9GZU7 76-261 limits assumed): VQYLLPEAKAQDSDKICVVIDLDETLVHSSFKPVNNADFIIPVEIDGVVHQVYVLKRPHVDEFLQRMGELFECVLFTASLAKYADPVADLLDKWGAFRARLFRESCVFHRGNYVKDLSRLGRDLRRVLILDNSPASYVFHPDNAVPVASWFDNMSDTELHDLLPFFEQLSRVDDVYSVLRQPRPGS
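Test system: SCP-1 catalytic domain; Buffer or medium: Acidic Tris acetate buffer with magnesium and detergent; Also added: Phosphorylated 17-residue peptide substrate; Compound: single 20 µM dose, 1% DMSO; Schedule: enzyme reaction 45 min at room temperature, colour 5 min, stabilisation 30 min; Signal: Phosphate-binding colour reagent, absorbance read at 630 nm.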
* marks the source's active call; other numbers are inactive results; . = no result given; & = joins results of further samples.

Structure,LMPTP block,STEP block,DNMT1 block,SUMO1 PPI mod,MsrA inh,TbMetRS inhib,E coli Lon inh,bovine MsrA act,NRP1-CendR mod,Scp1 inh
COc1cc(C(=O)OCC(=O)NCc2ccc(F)cc2)cc(NC(=O)c2cccs2)c1OC,1.0,0,2,2,1.6,-1.5,-12,-12,3,-1
CCc1cccc(C)c1NC(=O)CSc1nnc(CCCOc2ccc(Cl)cc2Cl)n1C,-0.2,0,1,-7,0.1,1.4,2,1,8,1
Cc1cc(NS(=O)(=O)c2ccc(NC(=O)/C=C/c3ccc(C)o3)cc2)nc(C)n1,0.4,2,5,23,3.0,0.0,-14,-7,-95,5
Cc1ccccc1C(=O)c1cccn1CC(=O)N1CCCCCC1,1.4,0,8,2,0.7,-0.8,0,2,-3,3
O=C(NNc1nc2cc3c(cc2s1)OCO3)c1ccc(F)cc1,-1.8,2,-2,0,1.5,-0.6,-9,-6,-1,19
FC(F)(F)c1cc(Cl)c2nc(-c3ccccc3)c(Cc3ccccc3)n2c1,-0.8,-3,4,5,-0.6,-0.5,2,-2,0,.
Cc1cccc(NC(=O)Cc2noc3ccccc23)c1C,0.1,-5,2,3,-0.6,-1.0,-13,-11,7,-37
CN1CCN(C(=O)C2=C[C@@H](c3ccc(C(F)(F)F)cc3)C[C@@H](OCCCCO)O2)CC1,-4.4,-1,-3,-3,-0.3,-0.2,-6,-2,5,-4
CCN(Cc1ccccc1)S(=O)(=O)c1ccc(C(=O)N(CCCN(C)C)c2nc3ccc(F)cc3s2)cc1,0.9,5,2,-37,0.3,-0.2,-7,0,-5,2
COc1ccc(OC)c(CNC(=O)Cc2c(C(=O)O)[nH]c3ccc(Cl)cc23)c1,0.8,-3,0,5,1.9,1.0,-2,-2,3,-1
O=C(NC(=S)Nc1ccc(N2CCOCC2)cc1)c1cccc([N+](=O)[O-])c1,1.0,3,-3,-7,-1.3,0.4,5,-3,-3,-2
O=C(CN1CCN(c2ccc(F)cc2)CC1)Nc1ccccc1C(=O)NCCc1ccccc1,2.5,-2,-6,3,-0.3,0.0,11,-1,5,-5
O=C(Nc1cccc(/C=C/c2ccccn2)c1)c1ccc(-n2cncn2)cc1,2.9,-3,-10,-8,.,-0.1,-11,2,14,-10
O=C(O)COc1ccccc1/C=N/NC(=O)c1cc(-c2ccc(F)cc2)nc2ccccc12,0.6,-5,10,9,4.0,-1.3,-4,-12,9,10
Cc1cccc(CN2CCc3c([nH]c4ccccc34)C2CC(C)C)n1 (stereo not drawn),1.6,2,-8,-5,0.4,-0.3,-4,-3,5,-2
Cn1c(=O)n(C)c2cc(/C=C(/C#N)C(=O)NCc3ccco3)ccc21,-0.8,0,1,-5,3.1,-0.4,3,-3,2,-3
COCCCNC(=S)N1CCN(C(=O)C(=O)Nc2ccc(C(=O)OC)cc2)CC1,-2.6,-4,6,1,-0.9,0.5,-3,-2,-4,-5
CCOC(=O)N1CCC(Nc2ccc3nnc(-c4ccccc4)n3n2)CC1,-0.3,-3,4,10,-0.2,-0.2,-6,1,4,-6
O=C(COC(=O)/C=C/c1ccc(OC(F)F)cc1)NC1CCCCCC1,-0.3,-1,8,10,0.1,-0.1,6,0,1,-5
COc1ccc(C(=O)Nc2cc(OC)c(NC(=O)Nc3ccccc3)cc2OC)cc1,2.0,0,-3,4,0.6,0.2,3,-2,12,.
CN1CCN(c2c(/C=N/O)c3ccccc3n2C)CC1,1.7,-1,-2,-1,0.6,-1.0,7,-3,-8,-6
COC(=O)NNC(=S)Nc1cc(OC)ccc1OC,-0.6,1,-13,-1,0.1,-0.6,-2,-3,8,-3
Cc1cc(C(=O)N2CCC(C(=O)O)CC2)c(C)o1,-2.5,-1,-2,2,-1.6,-0.5,1,-6,-4,-13
Cc1nc(Cl)sc1C(=O)Nc1ccc(C(C)(C)C)cc1,0.4,1,13,2,0.1,-1.2,-7,-3,-9,-9
CCN(CC)S(=O)(=O)c1cccc(C(=O)NCCCn2ccnc2)c1,-2.1,2,4,-2,-0.5,-0.4,-7,-3,2,-4
COc1ccccc1Nc1nc(N2CCOCC2)nc(N2CCOCC2)n1,-0.6&0.2,-1&0,4&-4,0&4,0.1&0.9,0.9&0.5,-5&-11,-4&-1,-9&-2,-2&-10
CCOC(=O)Nc1ccc2c(CN3C(=O)NC4(CCCC4)C3=O)cc(=O)oc2c1,-1.4,-8,-1,-6,1.3,-0.1,-3,-1,-4,-3
O=Cc1cn(-c2ccccc2)nc1-c1cc2cc(O)ccc2oc1=O,55*,60*,3,44*,3.3,-0.5,-2,-15,-47,64*
COCCN(C(=O)COC(=O)Cc1c[nH]c2ccccc12)c1c(N)n(Cc2ccccc2)c(=O)[nH]c1=O,-1.6,-1,4,6,-0.1,-0.3,0,5,-1,-3
Cc1csc2ncc(C(=O)Nc3ccon3)c(=O)n12,-0.7,-1,3,-5,0.4,-0.2,9,-1,4,-8
Cc1cnn(-c2nc(-c3ccccc3)cc(-c3ccccc3)n2)c1,6.6,7,-3,2,0.3,-0.1,-7,-3,-1,-9
O=C(CS(=O)(=O)Cc1ccccc1)NCCc1ccc(F)cc1,0.6,0,-4,-8,0.5,1.2,0,-9,10,-4
COC(=O)C1=C(C(=O)OC)[C@@H]2N(Cc3ccccc3)c3ccccc3[C@@]23C[C@@H](C(=O)OC)N(C(=O)NC(C)(C)C)C3=N1,0.9,2,-3,3,-0.5,0.2,-5,0,19,-6
C=C(C)CN1C(=O)c2ccccc2C1=O,-1.0,0,6,7,0.2,-0.8,-2,-10,6,1
O=C(CSc1nnc(-c2ccco2)n1CC1CCCO1)c1ccc(F)cc1 (stereo not drawn),-2.7,-4,-2,1,-0.3,-0.4,-5,-2,-2,5
Cc1cc(C)cc(NC(=O)CS(=O)(=O)c2cccc3nsnc23)c1,-0.6,0,-4,-43,0.5,-0.7,3,-2,3,2
COc1ccc(C(C(=O)NC2CCCC2)N(C(=O)c2ccco2)c2ccc3c(c2)OCO3)cc1OC (stereo not drawn),-2.1,-2,0,0,-0.2,0.1,4,2,-6,-10
CN(Cc1ccccc1F)c1ccc(S(=O)(=O)N2CCCC2)cn1,0.4,-2,3,1,3.0,-1.0,-2,-6,5,-6
O=C(/C=C/c1cc2c(cc1Br)OCO2)NCc1ccc(Cl)cc1,0.1,4,0,0,-1.8,-1.1,-5,-12,10,0
Cc1ccc(SCC(=O)OCC(=O)NCCCc2ccccc2)cc1,1.4,2,-1,9,-1.6,-0.3,-6,-2,9,-7

An excerpt from above in order of the DNMT1 block value, highest first:
SMILES	LMPTP block	DNMT1 block	SUMO1 PPI mod	MsrA inh	TbMetRS inhib	E coli Lon inh	bovine MsrA act	NRP1-CendR mod	Scp1 inh
C=C(C)CN1C(=O)c2ccccc2C1=O	-1.0	6	7	0.2	-0.8	-2	-10	6	1
CN(Cc1ccccc1F)c1ccc(S(=O)(=O)N2CCCC2)cn1	0.4	3	1	3.0	-1.0	-2	-6	5	-6
Cc1cnn(-c2nc(-c3ccccc3)cc(-c3ccccc3)n2)c1	6.6	-3	2	0.3	-0.1	-7	-3	-1	-9
COC(=O)NNC(=S)Nc1cc(OC)ccc1OC	-0.6	-13	-1	0.1	-0.6	-2	-3	8	-3

(list continues)
Structure,LMPTP block,STEP block,DNMT1 block,SUMO1 PPI mod,MsrA inh,TbMetRS inhib,E coli Lon inh,bovine MsrA act,NRP1-CendR mod,Scp1 inh
COC1=CC(=O)OC12CCCCC2,-0.9,-6,0,2,-0.5,-0.1,6,-1,0,0
COc1ccc(NC(=O)CSc2nnc(-c3cccnc3)n2Cc2ccco2)c(OC)c1,0.7,0,1,-3,-0.5,0.1,-2,1,15,-3
Cc1cc(C)c2oc(C(=O)NCc3ccccc3)cc(=O)c2c1,0.0,0,1,-11,-0.1,-0.7,1,-3,9,-13
Cc1cc(C)c(NC(=O)NC(=O)c2cccc(F)c2)c(C)n1,0.1,1,7,-1,-0.9,-0.4,-1,3,-8,-10
COc1cc(C#Cc2c(-c3cncn3C)n(C)c3ccc(-c4cnc(N5CCOCC5)nc4)cc23)cc(OC)c1,7.3,-1,-32,4,-0.5,0.0,-8,-4,0,17
Cc1cccc(NC(=O)CNC(=O)CN2C(=O)NC(C)(CCC(C)C)C2=O)c1C (stereo not drawn),-0.6,-2,2,-5,-1.8,0.0,-1,0,-2,-1
CCn1c(SCC(=O)Nc2nc(C)c(C)s2)nnc1-c1cccs1,-1.4,2,0,4,-0.2,-0.1,-10,-1,2,-1
CSCC[C@H](N)C(=O)N1CCC(C(=O)N[C@H](C)C(=O)NC(C)c2ccccc2)CC1 (stereo partly drawn),-7.1,-2,-4,2,-0.3,0.1,1,-2,5,1
Cc1ccc(Cl)cc1NC(=O)COC(=O)C1CCCC1,-1.3,-2,55*,-4,0.5,-0.4,-1,0,7,0
COc1ccc(NC2=NC(=S)N(c3ccccc3C)C23CCCCC3)cc1,-0.4,2,-5,-2,1.8,-0.3,7,-2,-3,-5
Cc1ccc(S(=O)(=O)NNC(=O)c2cnn(-c3ccccc3)c2-n2cccc2)cc1,-1.1,-2,2,1,-0.8,-1.1,3,-1,6,-10

Source: PubChem BioAssay (several laboratories)
